Source: PubChem (several laboratories)
CHT inh: inhibits the human high affinity choline transporter; Q9GZV3; CHT-expressing cells, membrane potential dye, choline response; stronger effect = lower value; B-score at 10 µM; actives 0.86% (n = 310,000); AID 488975;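 active means B-score over 3 SD under the library average, and starting fluorescence ratio not unusually high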;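 further: choline stimulus applied at its EC90 after an EC20 pre-addition; B-score computed on integrated fluorescence ratio after choline addition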
CHT allo act: allosterically activates the human high affinity choline transporter; Q9GZV3; CHT-expressing cells, membrane potential dye, choline EC20; stronger effect = higher value; LV-AA mutant CHT in HEK293 cells; B-score at 10 µM; actives 0.49% (n = 310,000); AID 488977;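 active means initial fluorescence not abnormally high and integrated response B-score, plate-corrected, over 3 SD above library mean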
STK33 inh: blocks human STK33 kinase activity; Q9BYT3; inhibition, % at 10 µM; purified STK33, MBP phosphorylation, ADP-Glo luminescence; actives 0.073% (n = 320,000);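 active means inhibition at or above 25%, using the most active replicate where run in duplicate; inactive means inhibition below 25%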
Target sequence (Q9BYT3 whole entry, looked up): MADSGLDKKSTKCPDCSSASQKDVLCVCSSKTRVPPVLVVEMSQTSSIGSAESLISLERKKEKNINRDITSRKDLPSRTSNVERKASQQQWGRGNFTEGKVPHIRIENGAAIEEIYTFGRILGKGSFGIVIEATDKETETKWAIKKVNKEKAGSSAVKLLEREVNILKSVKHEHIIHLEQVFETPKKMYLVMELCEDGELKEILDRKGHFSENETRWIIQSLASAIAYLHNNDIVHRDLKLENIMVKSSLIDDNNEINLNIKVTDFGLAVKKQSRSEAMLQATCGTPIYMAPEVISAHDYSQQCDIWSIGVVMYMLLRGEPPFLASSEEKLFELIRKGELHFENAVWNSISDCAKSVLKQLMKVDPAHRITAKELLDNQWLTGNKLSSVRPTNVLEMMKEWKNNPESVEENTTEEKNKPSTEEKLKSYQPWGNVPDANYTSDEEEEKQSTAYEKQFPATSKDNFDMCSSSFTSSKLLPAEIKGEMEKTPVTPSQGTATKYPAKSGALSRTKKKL
Starred values were filed as active, the others as inactive; i = inactive; · = no result given; & = joins results of further samples. Compounds were not picked by outcome. Share with any hit: about 1.5%.

Sample of the layout (7 entries):
SMILES	CHT inh	CHT allo act	STK33 inh
CN(C(=S)Nc1ccc(F)cc1)C1(c2ccccc2Cl)CCCCC1=O (stereo not drawn)	i	i	·
O=C(Nc1cccc2ccccc12)N1CCc2ccccc2C1	i	i	-2.1
CC1CC(C)CN(C(=O)c2cccc3c2-c2ccccc2C3=O)C1 (stereo not drawn)	i	i	-0.3
Cc1cc(NC(=O)CSCc2nc(-c3cccc(Cl)c3)oc2C)no1	i	i	-0.2
C=CCn1c(=NC(=O)c2cccc(N3C(=O)CCC3=O)c2)sc2cccc(OC)c21	i	i	-1.9
Cc1cc(=O)[nH]c(N/N=C/c2cccc([N+](=O)[O-])c2)n1	i	i	-0.6
CN(C)C(CNC(=O)c1cccnc1Sc1ccccc1)c1ccco1 (stereo not drawn)	i	i	-0.9

Results, from the start:
SMILES	CHT inh	CHT allo act	STK33 inh
CN(C(=S)Nc1ccc(F)cc1)C1(c2ccccc2Cl)CCCCC1=O (stereo not drawn)	i	i	·
O=C(Nc1cccc2ccccc12)N1CCc2ccccc2C1	i	i	-2.1
CC1CC(C)CN(C(=O)c2cccc3c2-c2ccccc2C3=O)C1 (stereo not drawn)	i	i	-0.3
Cc1cc(NC(=O)CSCc2nc(-c3cccc(Cl)c3)oc2C)no1	i	i	-0.2
C=CCn1c(=NC(=O)c2cccc(N3C(=O)CCC3=O)c2)sc2cccc(OC)c21	i	i	-1.9
Cc1cc(=O)[nH]c(N/N=C/c2cccc([N+](=O)[O-])c2)n1	i	i	-0.6
CN(C)C(CNC(=O)c1cccnc1Sc1ccccc1)c1ccco1 (stereo not drawn)	i	i	-0.9
CCN(CC)S(=O)(=O)c1ccc(C)c(NC(=S)N2CCN(C/C=C/c3ccccc3)CC2)c1	i	i	-0.5
Cc1ccc(C(C(=O)NCc2ccccc2)N(C(=O)c2csnn2)C2CC2)cc1 (stereo not drawn)	i	i	0.7
O=C(NC(=S)Nc1ccc(S(=O)(=O)N2CCCC2)cc1)C1CC1	i	i	0.5
CCn1c(SC(C)C(=O)NCC2CCCO2)nc2scc(-c3ccccc3)c2c1=O (stereo not drawn)	i	i	-1.3
COc1ccc(CCN2CC(C(=O)NC3CCCCC3)CC2=O)cc1OC (stereo not drawn)	i	i	-0.4
COc1ccc(Cl)cc1NC(=O)c1cc(-c2ccco2)on1	i	i	1.0
CCOc1ccc(C2(C)NC(=O)N(CCN(C)C)C2=O)cc1 (stereo not drawn)	i	i	-1.3
CCN(CC)c1ccc(/C=C2/C(=O)ON=C2C)cc1	i	i	-0.6
Cc1onc(-c2c(F)cccc2Cl)c1C(=O)N1C=CC(C(F)(F)F)=NCC1	i	i	0.5
CCc1nn(C(CC)C(=O)NCCc2ccc(OC)cc2OC)c(=O)c2cc3occc3n12 (stereo not drawn)	i	i	0.7
Cc1cc(C)n2nc(SCc3cc(=O)oc4ccc5ccccc5c34)nc2n1	i	i	-0.8
COc1cc2c(C#N)c(N3CCCC3)nc(N)c2c(N)n1	i	i	-0.1&4.2
CCONC(=NC)c1nonc1N	i	i	-0.7

The last 3 entries of the section above are carried over, then new ones follow:
SMILES	CHT inh	CHT allo act	STK33 inh
Cc1cc(C)n2nc(SCc3cc(=O)oc4ccc5ccccc5c34)nc2n1	i	i	-0.8
COc1cc2c(C#N)c(N3CCCC3)nc(N)c2c(N)n1	i	i	-0.1&4.2
CCONC(=NC)c1nonc1N	i	i	-0.7
C/C(CCC1CC(C)(C)OC1=O)=N\NC(N)=S (stereo not drawn)	i	i	0.6
Cc1cccc(-c2csc(NC(=O)c3cnccn3)c2C(=O)OC(C)C)c1	i	i	-0.5
CC(=O)Nc1ccc(NC(=O)c2cc(-c3cc(C)cc(C)c3O)n[nH]2)cc1	i	i	0.6
N#Cc1c(N)c(C#N)c(-c2ccc3c(c2)OCO3)c2c1CCCC2	i	i	0.2
CC1C(C#N)=C(SCC(N)=O)NC2=C1C(=O)CC(C)(C)C2 (stereo not drawn)	i	i	-0.7
CC(C)NCCOCCOc1ccccc1F	i	i	0.9
O=C(CCCCCn1c(=O)[nH]c2ccsc2c1=O)NCc1ccc2c(c1)OCO2	i	i	-1.2
Cc1cc(C)cc(NC(=O)COc2coc(CN3CCN(c4ccccc4)CC3)cc2=O)c1	i	i	·
CCC(C)(C)n1nnnc1C(c1cc2ccc(C)cc2[nH]c1=O)N(Cc1cccnc1)Cc1ccco1 (stereo not drawn)	i	i	-1.7
O=C(NCCOc1cccc(Oc2ccccc2)c1)c1cc(-n2cnnc2)ccc1Cl	i	i	-0.5
Cc1ccccc1OCc1nc2c3c(ncn2n1)-c1ccccc1CC31CCCC1	i	i	-1.4
O=c1[nH]c2c(s1)C=Nc1ccccc1N2	i	i	0.3
CCOC(=O)CCn1cc(F)c(=O)[nH]c1=O	i	i	-0.3
N#Cc1c(C#N)c(-c2ccccc2)n(-c2ccccc2)c1N	i	i	-2.0
O=[N+]([O-])c1cccc2c(N3CCCC3)ccnc12	i	i	0.2
N#Cc1ccc(CO/N=C/c2ccccc2)cc1	i	i	-2.2
COc1cccc(CNC(=O)c2ccc(NC(=O)C3CCCO3)cc2)c1 (stereo not drawn)	i	i	-1.4
COc1ccccc1CN1C[C@@H]2C[C@@H](c3cccc(C)n3)N3CCC[C@@]23C1=O	i	i	1.4
CCCCn1c(N)c(N(CC(C)C)C(=O)CSc2ccccc2C)c(=O)[nH]c1=O	i	i	·
CCc1nnc(NC(=O)c2ccc(S(=O)(=O)N(CC)CC)cc2)s1	i	i	-0.1
CN1C(=O)/C(=C\c2cc(N=Nc3ccccc3)ccc2O)SC1=S	i	i	0.0
CCOC(=O)Cn1c(=O)oc2cc(S(=O)(=O)NCCc3ccc(C)cc3)ccc21	i	i	-2.1
S=C(N/N=C/c1ccco1)NC1CC2CCC1C2 (stereo not drawn)	i	i	1.9
O=C(NCCc1ccccc1)C1CCC(Cn2c(=O)c3ccccc3n(Cc3cccnc3)c2=O)CC1 (stereo not drawn)	i	i	-2.0
CN1C(=O)C(c2nnc(Nc3cccc4ccccc34)s2)C2CC1(C)Oc1ccccc12 (stereo not drawn)	i	i	-2.6
COc1ccc(/C=N/NC(=O)CN(C)S(=O)(=O)c2ccc(NC(C)=O)cc2)cc1	i	i	-0.1
Cc1ccc(/C=N/NC(=O)c2cc(C)oc2C)o1	i	i	-0.8
O=C(COc1cccc2cccnc12)N1CCc2ccccc2C1	i	i	0.0
CC(C)c1cc(-c2cc(-c3ccc(Cl)cc3)on2)nc(NCC2CC2)n1	i	i	-0.4
COc1cccc(=O)c2c(C)n(-c3ccc(C(=O)O)cc3)c(C)c12	i	i	-0.3
O=C(O)c1ccc(Cl)c(NCc2cccs2)c1	i	i	-0.9
Cc1cccc2cc3c(nc12)-c1ccccc1C3=O	i	i	-0.4
Cc1ccc(C(=O)/C=C/Nc2ccccn2)cc1	i	i	2.0
O=C(CN1C(=O)NC2NC(=O)NC21)N/N=C/c1ccccc1O (stereo not drawn)	i	i	-2.7
Cc1ccccc1-n1c(SCC(=O)c2cc(C)n(C)c2C)nnc1-c1ccncc1	i	i	-2.0
COC(=O)COc1ccc(C)cc1-n1nc2ccccc2n1	i	i	-1.0
O=C(O)c1cccc(OCc2ccccc2Cl)c1	i	i	-1.7
Cc1ccc(CNC(=O)CSc2ccc(-c3cccs3)nn2)cc1	i	i	·
Cc1ccc(N(C(=O)c2csnn2)C(C(=O)NC(C)(C)C)c2cccnc2)cc1C (stereo not drawn)	i	i	·
Cc1ccc(NC(=O)CC(C)S(=O)(=O)c2ccc3c(c2)NC(=O)CO3)cc1C (stereo not drawn)	i	i	0.1
COc1ccccc1-n1c(SCC(=O)NC2CCS(=O)(=O)C2)nc2cc([N+](=O)[O-])ccc21 (stereo not drawn)	i	i	-5.0
COc1ccc(/C(N)=N/OC(=O)c2ccc(OC)c([N+](=O)[O-])c2)cc1OC	i	i	-1.7
N#Cc1ccc(NC(=O)COC(=O)CSc2nnc(-c3ccc(Cl)cc3)o2)cc1	i	i	-2.3
COc1cccc(NC(=O)C2CCC(CNC(=O)[C@@H]3Cc4ccccc4CN3)CC2)c1 (stereo partly drawn)	i	i	0.3
COc1ccc(-n2cc(-c3ccccc3)c3c(NCCCN4CCOCC4)ncnc32)cc1	i	i	-0.9
COc1cc2[nH]c(-c3ccc(C)cc3)cc(=O)c2cc1OC	i	i	4.1
COc1ccccc1-n1cc2c([N+](=O)[O-])cc([N+](=O)[O-])cc2n1	i	i	-0.3
CCCOc1cccc(NC(=O)c2c(-c3ccccc3)noc2C)c1	i	i	0.3
CC[C@H](C)[C@H](NS(=O)(=O)c1ccc(C)cc1)C(=O)N1CCC(C(=O)N[C@H](C(=O)O)C(C)C)CC1	i	i	0.4
COc1ccc(C)cc1NC(=O)c1ccc(S(=O)(=O)N2CCOCC2)cc1	i	i	-0.4
CC1(C)CC(=O)C(C(C2=C(O)CC(C)(C)CC2=O)c2ccc([N+](=O)[O-])cc2)C(=O)C1 (stereo not drawn)	i	i	-1.3
COc1cc2c(cc1OC)-c1cc(Nc3ccc4c(c3)OCCO4)nc(=O)n1CC2	i	i	12
CCCOc1ccc(CN(C(=O)c2cccc(OC)c2)C2CCS(=O)(=O)C2)cc1 (stereo not drawn)	i	i	-1.7
CC1CC(C)CN(S(=O)(=O)CCNC(=O)c2ccc3c(c2)OCO3)C1 (stereo not drawn)	i	i	-0.8
O=C(NC1CCCC1)C(=O)N(c1ccccc1F)C(C(=O)NCC1CCCO1)c1cccs1 (stereo not drawn)	i	i	-0.1
CCC(CC)NC(=O)COC(=O)CCC(=O)c1cccs1	i	i	-1.0
Cc1cccc(/C(N)=N/OC(=O)c2ccoc2C)c1	i	i	8.5
COc1ccc(C)cc1S(=O)(=O)N1CCCC(C(=O)NCc2ccccn2)C1 (stereo not drawn)	i	i	-1.0
COc1ccc(NS(=O)(=O)c2ccc(F)cc2F)cn1	i	i	-0.9
C/C(=N\NC(=O)c1cc(C)oc1C)c1ccc(N2CCOCC2)cc1	i	i	-1.0

Continuation:
SMILES	CHT inh	CHT allo act	STK33 inh
COc1ccc(-c2nn(C)c3sc(C(=O)N4CCOCC4)cc23)cc1OC	i	i	0.1
Cc1ccc2oc(=O)n(CCOc3ccccc3)c2c1	i	i	-1.1
COc1ccc(Cl)cc1S(=O)(=O)N1CCN=C1C	i	i	-0.5
CC(C(=O)NCc1ccccc1Cl)n1cc([N+](=O)[O-])cn1 (stereo not drawn)	i	i	0.0
CCOC(=O)N1CCC(n2c(SCC(=O)NCc3ccccc3)nc3ccccc3c2=O)CC1	i	i	-4.3
CSc1nnc(-c2ccncc2)n1/N=C/c1cn(-c2ccccc2)nc1-c1ccc(Cl)cc1	i	i	1.4
CCCC(O)(CCC)C(=O)NNc1ccc(C)cc1	i	i	0.2
Cc1nc(Oc2cccc(Cl)c2)c2oc3ccccc3c2n1	i	i	-1.6
Cc1oc(-c2ccccc2F)nc1CS(=O)(=O)CC(=O)NCCN(C)C1CCCCC1	i	i	-0.4
C=CCn1c(SCC(N)=O)nc(C)cc1=O	i	i	-0.4
CC(C)COc1ccc(Cc2cnc(N)nc2N)cc1	i	i	0.5
Cc1cc(=O)[nH]c(NCc2ccccc2)n1	i	i	1.9
O=C(CSc1nc2c([nH]c3ccccc32)c(=O)n1-c1ccccc1)NCC1CCCO1 (stereo not drawn)	i	i	-0.5
COc1ccccc1N1C(=O)C(=O)N(C)C1=O	i	i	-0.2
COc1ccc(Oc2ncccc2NC(=O)c2cccc(C)c2C)cc1	i	i	-1.3
O=C(Nc1nnc(Cc2c[nH]c3ccccc23)s1)c1ccc(Cl)cc1Cl	i	i	-1.2
N#CCCN(Cc1cccnc1)S(=O)(=O)c1ccc(S(=O)(=O)NC2CCCCC2)cc1	i	i	0.4
CCCN(C(=O)c1ccccc1Cc1ccccc1)C1CCS(=O)(=O)C1 (stereo not drawn)	i	i	-0.8
COc1ccc(S(=O)(=O)N2CCC(C(=O)N[C@@H](C)C(=O)NCc3ccccc3OC)CC2)cc1	i	i	2.4
COc1ccc(CCNc2nc(-c3cccc(NC(C)=O)c3)cs2)cc1OC	i	i	0.2
COc1cc(CN(C)Cc2ccccc2)cc(OC)c1O	i	i	-0.7
O=C(NCc1cccnc1)c1ccc(CS(=O)(=O)c2ccc(Cl)cc2)o1	i	i	-0.5
Cc1ccc(C(=O)CSc2nnc(CNc3ccc(F)cc3)o2)cc1	i	i	-1.4
CCOC(=O)C1CCCN(c2cc(=O)n(Cc3ccc(F)cc3)c(=O)[nH]2)C1 (stereo not drawn)	i	i	-0.7
CNc1nc(N)c([N+](=O)[O-])c(Nc2cccc(Cl)c2)n1	i	i	0.8
CC(=O)c1cccc(NC(=O)CN(C)S(=O)(=O)c2ccc3c(c2)CCC(=O)N3)c1	i	i	-1.8
CC(C)(C)c1cc(C(=O)NCc2ccccc2)ccn1	i	i	-1.5
COc1ccc(N2CCN(CCNC(=O)CCNS(=O)(=O)c3cccs3)CC2)cc1	i	i	0.3
CC(=O)N1CCN(C(=O)c2cccc(S(=O)(=O)Nc3ccc(C)cc3)c2)CC1	i	i	-2.0
